Screens from PubChem BioAssay.
PAX8 inh HTS – lowers PAX8-driven luciferase in RMG-I cells | RMG-I TPO-luciferase reporter, SteadyGlo, 24 h | inhibition, % at 12.6 µM | 360,000 compounds, 1.2% hits;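 active means mean replicate inhibition at least 60% with every replicate also reaching 60%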;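 further: luciferase light reporting Pax8 driven TPO promoter activity; plate controls were median of neutral control wells for no effect and mitoxantrone controls for full effect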
ARNT-TACC3 inh – disrupts binding between human ARNT and TACC3; AlphaScreen His-ARNT PAS-B/GST-TACC3 binding, luminescence; TACC3 fragment carries E629A point mutation; inhibition, % at 9.99 µM; 390,000 compounds, 0.66% hits;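 active means mean inhibition of replicates at least 50% and at least half of replicates each reaching 50%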;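 further: 0% = complete ARNT plus TACC3 wells and 100% = ARNT alone without TACC3; many hits fall short of the cut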
The depositor's hits bear a star. A portion of the library; rates above refer to the full screens.

cpd	Structure	PAX8 inh HTS	ARNT-TACC3 inh
1	CCN1CCN(c2nc3ccccc3nc2C(C#N)S(=O)(=O)c2ccc(C)cc2)CC1 (stereo unspecified)	2	-2
2	CCN(c1ccccc1)S(=O)(=O)c1ccc(N)c(OC)c1	24	-3
3	CCn1c(NCc2ccccn2)nc2c1c(=O)n(C)c(=O)n2C	-5	10
4	CCOC(=O)C1CCCN(C(=O)CN2C(=O)c3ccccc3C2=O)C1 (stereo unspecified)	-17	-3
5	CC(=O)Nc1ccc2nc(SCC(=O)Nc3ccc(N4CCOCC4)c(Cl)c3)sc2c1	-138	-3
6	CC(=O)NC1CCN(C(=O)N2CCCC2)CC1	11	-9
7	COc1ccc(CCN(C)C(=O)N2CCOCC2)cc1OC	-4	-5
8	COc1ccccc1C1N(c2ccc(Cl)cc2)C(=O)C2CCCN21 (stereo unspecified)	7	-16
9	O=C(CCc1ccc(S(=O)(=O)N2CCOCC2)cc1)Nc1ccc2ccccc2c1	16	5
10	O=C(CN1CCC(c2nc3ccccc3s2)CC1)NCc1ccccc1	25	-2
11	N#CC1=C(N)NC(SCC(=O)Nc2ccccc2)=C(C#N)C12CCCCC2	-4	5
12	Cc1cccn2c(=O)c(C=NCc3ccco3)c(Nc3ccc(SC(F)F)cc3)nc12	2	-2
13	Cc1noc(C)c1COC(=O)c1ccc2c(c1)S(=O)(=O)c1ccccc1C2=O	17	-3
14	CCCNC(=O)CC1C(=O)N(Cc2ccccc2)C(C)c2nc3ccccc3n21 (stereo unspecified)	-1	-2
15	CCOC(=O)N1CCN(C(=O)c2cc3c(ccc4ccccc43)oc2=O)CC1	-4	-39
16	O=C(O)CCNS(=O)(=O)c1ccc(Oc2ccccc2Cl)cc1	10	-3
17	CCOCCCn1c(=N)c(C(=O)NCCN2CCOCC2)cc2c(=O)n3cccc(C)c3nc21	1	2
18	COc1ccc(OC)c(CNC(=O)Cc2c(C(=O)O)[nH]c3ccccc23)c1	9	-10
19	CS(=O)(=O)N(CC(=O)Nc1ccccc1Sc1ccccc1)C1CCCCC1	15	-15
20	CSc1ccc(Cc2ccc(Cl)cc2Cl)nn1	-39	3
21	O=C(c1nc2ccccc2s1)N1CCN(c2ccccn2)CC1	-22	1
22	Cc1ccc(N=C2CCCCCN2C)c(C#N)c1	8	-3
23	CCOC(=O)c1nonc1NC(C)=O	16	-3
24	CCOc1cccc(-c2nnc(SCC(=O)Nc3ccc(OC)c(OC)c3)n2N)c1	-10	3
25	COC(=O)c1sc(S(=O)(=O)N2CCC(C(N)=O)CC2)c(C(=O)OC)c1C	14	6
26	Cc1c(NC(=O)C(C)OC(=O)C(NC(=O)c2ccco2)C(C)C)c(=O)n(-c2ccccc2)n1C (stereo unspecified)	7	0
27	Cc1sc2nc(CN(Cc3cccs3)C(=O)C3CC3)[nH]c(=O)c2c1C	18	-2
28	CC(=O)N1CCN(c2ccc(NC(=O)COc3ccc(Cl)cc3Cl)cc2)CC1	11	-1
29	O=C(CSc1n[nH]c(C2CCCC2)n1)NC1CCCC1	-3	-4
30	COc1ccc(-n2ncc3c(=O)n(CC(=O)N4c5ccccc5CC4C)cnc32)cc1 (stereo unspecified)	21	-5
31	O=C(COc1ccc(F)cc1Br)NCc1ccccn1	-76	12
32	COc1cc(OC)cc(C(=O)N[C@H](C(=O)OCC(=O)c2ccc3c(c2)NC(=O)CO3)C(C)C)c1	0	-1
33	COc1ccc(Cn2nnnc2C(c2ccccc2Cl)N2CCC(C(N)=O)CC2)cc1 (stereo unspecified)	-6	-3
34	O=C(Nc1ccncc1)c1cn(-c2ccccc2)nc1-c1cccs1	-24	-4
35	CCOc1cc2[nH]c(=O)n(CCCC(=O)NCc3ccco3)c(=O)c2cc1OCC	7	0
36	CCCCn1c(N)c(N(CCOC)C(=O)CSc2nc3ccc(C)cc3[nH]2)c(=O)[nH]c1=O	10	-1
37	CC(C)(C)C(=O)CC1(O)C(=O)N(Cc2ccc(Cl)cc2)c2ccccc21 (stereo unspecified)	13	-1
38	COC(=O)CNC(=O)c1cccs1	4	2
39	Cc1cc2n(n1)C(c1cccs1)Nc1ccccc1-2 (stereo unspecified)	3	-10
40	CC1CCN(c2ncnc3c2cnn3Cc2ccc(Cl)cc2)CC1	-6	-6

By substructure, the entries above with an aryl thioether with sulfur outside any ring.
cpd	Structure	PAX8 inh HTS	ARNT-TACC3 inh
5	CC(=O)Nc1ccc2nc(SCC(=O)Nc3ccc(N4CCOCC4)c(Cl)c3)sc2c1	-138	-3
12	Cc1cccn2c(=O)c(C=NCc3ccco3)c(Nc3ccc(SC(F)F)cc3)nc12	2	-2
19	CS(=O)(=O)N(CC(=O)Nc1ccccc1Sc1ccccc1)C1CCCCC1	15	-15
20	CSc1ccc(Cc2ccc(Cl)cc2Cl)nn1	-39	3
24	CCOc1cccc(-c2nnc(SCC(=O)Nc3ccc(OC)c(OC)c3)n2N)c1	-10	3
29	O=C(CSc1n[nH]c(C2CCCC2)n1)NC1CCCC1	-3	-4
36	CCCCn1c(N)c(N(CCOC)C(=O)CSc2nc3ccc(C)cc3[nH]2)c(=O)[nH]c1=O	10	-1

Next part.
cpd	Structure	PAX8 inh HTS	ARNT-TACC3 inh
41	CCOC(=O)C1CN(S(=O)(=O)c2ccccc2)C1	-2	-7
42	COc1ccc(C)cc1S(=O)(=O)N1CCN(Cc2ccccc2)CC1	2	9
43	O=C(c1ccccc1)c1ccc(OC(=O)N2CCCC2)cc1	-103	4
44	CCN1CCN(C(=O)CN(c2cc(OC)ccc2OC)S(C)(=O)=O)CC1	-4	-5
45	COCCCNCCOc1cc(C(C)C)ccc1C	7	-20
46	Cc1ccccc1S(=O)(=O)Cc1ccc(C(=O)NCCCN2CCN(C)CC2)o1	-28	-4
47	O=C(c1ccccn1)N(Cc1ccco1)C1(C(=O)NC2CCCCC2)CCCCC1	-12	1
48	CCCCC(=O)Nc1cccc(NC(=O)C(C)C)c1	15	-10
49	CCOc1ccc(N2C(=O)CC(N3CCc4ccccc43)C2=O)cc1 (stereo unspecified)	-14	-13
50	Cc1ccc(COn2c(-c3ccc(Cl)cc3)nc3ccc([N+](=O)[O-])cc32)cc1	-274	-4
51	C=CCOc1cccc(C2/C(=C(/O)c3ccc(F)cc3)C(=O)C(=O)N2CCN2CCOCC2)c1 (stereo unspecified)	-9	4
52	O=C1CCC/C1=C/Nc1ccc2c(c1)OCO2	-6	-9
53	CC(=O)Nc1c(C(=O)N2CCOCC2)cnn1-c1ccc(C)c(C)c1	15	-1
54	CCC(=O)Nc1ccc(-c2cc(-c3ccccc3)nc(-c3ccc(NC(=O)CC)cc3)n2)cc1	2	-2
55	O=C(CNCC1CCCCC1)Nc1ccccc1N1CCCCC1	20	-3
56	COc1ccc(C(=S)N2CCN(C)CC2)cc1	10	-8
57	CCOC(=O)COc1nc(OC)nc(N2CCOCC2)n1	3	-4
58	O=C(c1ccc(S(=O)(=O)N2CCOCC2)cc1)N(Cc1ccco1)Cc1cccs1	-2	-4
59	CCOc1cc(-c2noc(-c3cccnc3)n2)ccc1OC	-65	-8
60	CCOC(=O)Cn1c(=O)c2c(nc3n2CCCCN3c2ccc(C)cc2)n(C)c1=O	9	-1

Some of the entries above in a different format:
Every second line gives: PAX8 inh HTS, ARNT-TACC3 inh
53. CC(=O)Nc1c(C(=O)N2CCOCC2)cnn1-c1ccc(C)c(C)c1
 : 15, -1
56. COc1ccc(C(=S)N2CCN(C)CC2)cc1
 : 10, -8

More compounds
cpd	Structure	PAX8 inh HTS	ARNT-TACC3 inh
61	Cc1cc(C)cc(-n2nnc(C(=O)NCc3ccc(Cl)cc3)c2N)c1	3	6
62	Cc1cc(NC(=O)CCCC(=O)NCc2cccs2)no1	-5	5
63	CCOc1ccc(-n2c(SCc3ccc(C#N)cc3)nnc2-c2cccnc2)cc1	4	-7
64	CN(C)CCCOC(=O)c1ccc(Br)cc1	6	-12
65	O[C@@H](CNC[C@H](O)c1ccccc1)c1ccccc1	-15	-6
66	COc1ccc(NC(=O)CN2CCN(c3nc(-c4cccc(OC)c4)cs3)CC2)cc1	2	35
67	CS(=O)(=O)N(Cc1ccccc1)c1ccc(C(=O)NCCSCc2ccco2)cc1	49	1
68	Cc1ccccc1OC(=O)C1C(c2ccccc2)C(C(=O)O)C1c1ccccc1 (stereo unspecified)	-2	-4
69	Cc1ccc(-c2ccc(C3C(C#N)=C(N)Oc4n[nH]c(C)c43)o2)cc1 (stereo unspecified)	-28	11
70	CCC1CCCCN1C(=O)CN1C(=O)CSC1=O (stereo unspecified)	-2	-6
71	CCCCCOC(=O)CSc1n[nH]c(=O)[nH]c1=O	-2	-7
72	COc1cccc(NC(=S)N2CCN(C/C=C/c3ccccc3)CC2)c1	-7	2
73	O=C(CCCSc1nc2ccccc2s1)Nc1nccs1	-7	-10
74	Cc1ccc2cc(C(c3nnnn3C3CCCC3)N(Cc3ccco3)Cc3cccs3)c(=O)[nH]c2c1 (stereo unspecified)	37	-6
75	FC(F)(F)c1cc(-c2ccco2)nc(NCc2cccnc2)n1	7	-1
76	Cc1cc(NC(=O)c2ccccc2F)n(-c2nc3ccccc3[nH]2)n1	-18	-3
77	CCOC(=O)C1=C(N)Oc2cc(O)ccc2C1c1cccnc1 (stereo unspecified)	3	-4
78	O=C(O)CCCC(=O)OCCCCc1cccs1	5	-5
79	CCCc1nnc(NC(=O)CN2CCN(C)CC2)s1	-6	-3
80	Cc1c(Br)c([N+](=O)[O-])nn1CC(=O)Nc1sc2c(c1C(=O)OC(C)C)CCCC2	21	1

The last six records of the part before are carried over, then new ones follow.
cpd	Structure	PAX8 inh HTS	ARNT-TACC3 inh
75	FC(F)(F)c1cc(-c2ccco2)nc(NCc2cccnc2)n1	7	-1
76	Cc1cc(NC(=O)c2ccccc2F)n(-c2nc3ccccc3[nH]2)n1	-18	-3
77	CCOC(=O)C1=C(N)Oc2cc(O)ccc2C1c1cccnc1 (stereo unspecified)	3	-4
78	O=C(O)CCCC(=O)OCCCCc1cccs1	5	-5
79	CCCc1nnc(NC(=O)CN2CCN(C)CC2)s1	-6	-3
80	Cc1c(Br)c([N+](=O)[O-])nn1CC(=O)Nc1sc2c(c1C(=O)OC(C)C)CCCC2	21	1
81	CCN(CC)S(=O)(=O)c1ccc2c(c1)nc(SCc1nc3ccsc3c(=O)[nH]1)n2CC	19	-2
82	CCOc1ccc2[nH]c(=O)c(C(c3nnnn3CC3CCCO3)N3CCc4ccccc4C3)cc2c1 (stereo unspecified)	24	-4
83	CC(=O)NC(C)C(=O)OCC(=O)c1ccc(Cl)s1 (stereo unspecified)	-19	-5
84	CC(=O)c1cccc(NC(=O)Nc2c(C)nn(C)c2C)c1	5	-3
85	Cc1ccc(CN(N=Nc2nonc2N)c2nonc2N)c(C)c1	5	4
86	O=C(C1CCCCC1)N1CCN(c2ccccc2F)CC1	-29	-7
87	NS(=O)(=O)c1ccc(NC(=O)CSC2=NC(=O)C(c3ccccc3)C(=O)N2)cc1 (stereo unspecified)	9	-7
88	CCCn1c(=O)c2ccccc2n2c(SCC(=O)Nc3cc(C)on3)nnc12	6	1
89	COc1ccc(CCNC(=O)CN2CCN(S(=O)(=O)c3ccc(Cl)cc3)CC2)cc1OC	30	-16
90	FC(F)(F)c1cc(-c2ccco2)nc(NCc2ccco2)n1	2	-4
91	Cc1ccc(NCc2nnc(SCC(=O)OC3CCCCC3)o2)c(C)c1	2	-3
92	CCOC(=O)c1cnc(SCc2cccc(C)c2)nc1N	-100	-4
93	O=C(COc1cc(Cl)c(Cl)cc1Cl)NCCN1CCOCC1	-8	5
94	O=C(CCNS(=O)(=O)c1ccc2c(c1)CCC(=O)N2)NCc1ccc2c(c1)OCO2	18	-8
95	C=CCn1c(CCNC(=O)C(C)(C)C)nc2ccccc21	15	1
96	C=CCc1cc(/C=N/n2cnnc2)cc(OCC)c1O	20	-2
97	CCOC(=O)c1cnc(N2CCOCC2)[nH]c1=O	0	30
98	COc1ccc2c(-c3cccnc3)cc(=O)[nH]c2c1	-2	-9
99	COc1ccccc1CNC(=O)CSCc1cnn(-c2ccccc2)c1-n1cccc1	19	-6
